Source: PubChem BioAssay (National Center for Advancing Translational Sciences (NCATS))
CBFb-RUNX1 inh – CBF-beta/RUNX1 interaction disruption | AID 1477 | Potency, µM (series often up to 59.8 µM), for the others: at the top dose activity, negative = inhibition, usual class: inhibitors | 230,000 tested, under 10 active | AlphaScreen CBFb-His/RUNX1-biotin binding, biochemical | Q01196+Q13951; note: % of control where 0% means no effect
Target sequence (Q01196 whole entry, looked up): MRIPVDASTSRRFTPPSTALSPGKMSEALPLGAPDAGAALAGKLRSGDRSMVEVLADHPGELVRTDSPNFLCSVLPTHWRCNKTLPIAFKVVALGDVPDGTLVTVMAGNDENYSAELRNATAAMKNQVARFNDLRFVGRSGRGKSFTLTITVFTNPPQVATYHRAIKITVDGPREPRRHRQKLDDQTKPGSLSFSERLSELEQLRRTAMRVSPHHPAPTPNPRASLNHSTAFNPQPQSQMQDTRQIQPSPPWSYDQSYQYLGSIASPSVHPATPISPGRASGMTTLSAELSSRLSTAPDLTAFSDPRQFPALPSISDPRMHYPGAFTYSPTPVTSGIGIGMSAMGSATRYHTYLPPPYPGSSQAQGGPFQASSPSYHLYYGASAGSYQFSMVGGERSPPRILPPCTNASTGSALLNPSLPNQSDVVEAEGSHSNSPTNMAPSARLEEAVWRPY
Target sequence (Q13951 whole entry, looked up): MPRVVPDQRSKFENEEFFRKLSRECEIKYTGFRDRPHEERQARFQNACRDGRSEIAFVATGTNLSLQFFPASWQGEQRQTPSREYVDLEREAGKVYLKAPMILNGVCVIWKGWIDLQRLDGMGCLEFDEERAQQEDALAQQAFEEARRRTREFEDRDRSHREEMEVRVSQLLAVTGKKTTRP
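Bead-based AlphaScreen assay; binding partners His-tagged CBF-beta and biotinylated RUNX1 at 30 nM each. Compound exposure 15 min after a 20-min protein preincubation; bead step 90 min; all steps at room temperature.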
IMPase Li cell – IMPase inhibition in cells with lithium potentiation; Potency, µM (titrated, usually from 59.4 µM), without a hit: top-dose activity, negative = IMPase inhibition, usual class: inhibitors; 210,000 compounds, 0.35% hits; CHO-M1 cells, IP1 TR-FRET (IP-One), carbachol + lithium; AID 1457;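 note: IP1 builds up when IMPase is blocked and the TR-FRET signal falls; potency is the fitted concentration of half-maximal effect; plate controls were basal vehicle for no effect and high inhibitor control for full effect; nearly all actives have a fitted effect of over 50% in size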
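IP1 accumulation measured by competitive TR-FRET in lysed CHO-M1 cells after 30 min compound exposure at 37C, with a small lithium addition to potentiate weak responses. Hill-equation AC50 from ratio and donor-channel data.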
Luc counter – blocks Kinase-Glo luciferase, a counter-screen artifact; Potency, µM (series often up to 38.3 µM), for inactives: top-dose activity change, negative = inhibition, hits mostly inhibitors; Kinase-Glo luciferase, ATP luminescence, 8 min; 200,000 compounds, 0.28% hits; note: potency is the fitted concentration of half-maximal effect; % is set by controls: 0 for no effect and ±100 for the full control effect; nearly all actives have a fitted effect of over 60% in size
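Luminescence was the read-out, taken after 8-minute incubation at ambient temperature. Luciferase turned over luciferin with 10 uM ATP in imidazole pH 7.2 buffer containing KCl, MgCl2, Tween 20 and BSA.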
NPSR antagonist – antagonists of human neuropeptide S receptor cAMP signaling; CHO-NPSR cells, cAMP TR-FRET, antagonist mode; Potency, µM (series often up to 38.3 µM), for inactives: at the highest dose activity change, negative = inhibition, actives largely listed as inhibitors; 220,000 compounds, 1% hits; AID 1461; note: potency is the fitted concentration of half-maximal effect; % is set by controls: 0 for no effect and ±100 for the full control effect; nearly all actives have a fitted effect of over 50% in size; many of its hits are not listed in these tables
Target sequence (Q6W5P4 whole entry, looked up): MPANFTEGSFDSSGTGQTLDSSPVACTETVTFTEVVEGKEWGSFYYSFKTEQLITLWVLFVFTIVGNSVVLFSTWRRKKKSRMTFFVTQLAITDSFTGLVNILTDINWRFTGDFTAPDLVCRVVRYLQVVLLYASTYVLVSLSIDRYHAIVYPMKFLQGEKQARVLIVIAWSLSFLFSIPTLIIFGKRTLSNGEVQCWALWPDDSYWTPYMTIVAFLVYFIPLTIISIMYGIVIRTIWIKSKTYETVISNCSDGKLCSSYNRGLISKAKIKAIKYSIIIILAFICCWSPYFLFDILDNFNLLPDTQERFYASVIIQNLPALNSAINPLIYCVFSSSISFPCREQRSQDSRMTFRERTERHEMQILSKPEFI
HttQ103 aggreg – reduces HttQ103-GFP aggregates in PC12 cells; AID 1688; 220,000 compounds, 1.1% hits; PC12 HttQ103-GFP aggregates, Acumen cytometry, 40 h; Potency, µM (top dose mostly 46.1 µM), for inactives: at the top dose activity change, negative = inhibition, hits mostly inhibitors; note: potency is the fitted concentration of half-maximal effect; % is set by controls: 0 for no effect and ±100 for the full control effect; nearly all actives have a fitted effect of over 60% in size
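Aggregate formation scored by laser-scanning cytometer (488 excitation, 500–530 emission) in lysed PC12 cells expressing Q103-GFP after 100 nM tebufenozide induction; library tested in dose series, with ATPLite reagent added in the multiplex.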
Epigenetic reg – epigenetic control regulation, reporter derepression | murine LDR cells, GFP reporter derepression, 30 h | Potency, µM (series often up to 53.9 µM), for the others: at the highest dose GFP activation, most hits filed as activators | 280,000 compounds, 0.2% hits | AID 1865; note: potency is the fitted concentration of half-maximal effect; % of control where 0% means no effect; nearly all actives have a fitted effect of over 60% in size
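Murine LDR cells carrying a silenced, genomically integrated CMV-driven GFP reporter were exposed to compound for 30 hours at 37 C. After PBS washes, GFP-positive cells (20–120 um objects) were counted by laser-scanning microplate cytometry.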
L3MBTL1 inh – blocks human L3MBTL1. Q9Y468. AlphaScreen L3MBTL1–H3K9me1 peptide binding. Potency, µM (highest dose often 57.1 µM), inactives show top-dose activity, negative = inhibition, most hits filed as inhibitors. 230,000 compounds, 0.66% hits; note: potency is the fitted concentration of half-maximal effect; % is set by controls: 0 for no effect and ±100 for the full control effect; nearly all actives have a fitted effect of over 60% in size
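Read-out is AlphaScreen signal from streptavidin donor and nickel chelate acceptor beads (10 ug/mL final each) bridging L3MBTL1 (50 nM) and biotinylated K9-monomethylated H3(1-15) peptide (75 nM), after 30 min compound exposure at room temperature.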
* marks the source's active call; other numbers are inactive results; [ ] = remark or other dose. Calls come from the whole dose curve; as a rule, active = well fitted curve in the direction sought with a large enough effect; inconclusive = small, poorly fitted or top-dose-only effect, or another doubt; inactive = no such curve, though single readings can be large; an effect the other way counts as inactive or inconclusive.

`c1ccc(-c2cnnc(N3CCCCC3)n2)cc1` gave CBFb-RUNX1 inh 0%, IMPase Li cell 8%[38.3 µM], Luc counter -4%, NPSR antagonist -8%[7.67 µM], HttQ103 aggreg -1%, Epigenetic reg -1.4% and L3MBTL1 inh -5%.
For CC(C)CN(CC(C)C)C(=O)CC(=O)NC(=O)c1ccc(Cl)cc1 the results were CBFb-RUNX1 inh 9%, IMPase Li cell -1%[38.3 µM], Luc counter -1%, NPSR antagonist -25%[46.1 µM], HttQ103 aggreg -5%, Epigenetic reg 1.0% and L3MBTL1 inh 4%.
`O=C(O)c1ccc(CSCc2c(F)cccc2Cl)o1` gave CBFb-RUNX1 inh 7%, IMPase Li cell 6%[38.3 µM], Luc counter 1%, NPSR antagonist -11%[46.1 µM], HttQ103 aggreg -18%, Epigenetic reg 0.0% and L3MBTL1 inh 13%.
For Oc1c(C(c2ccco2)N2CCC3(CC2)OCCO3)sc2ncnn12 (stereo unspecified) the results were CBFb-RUNX1 inh -1%, IMPase Li cell -5%[38.3 µM], Luc counter 2%, NPSR antagonist 11%[46.1 µM], HttQ103 aggreg -5%, Epigenetic reg 1.9% and L3MBTL1 inh -2%.
`CCOc1ccc(C(=O)N2CCN(c3ccccc3)CC2)cc1` gave CBFb-RUNX1 inh -3%, IMPase Li cell 7%, Luc counter -7%, NPSR antagonist 14%, HttQ103 aggreg 7%[9.22 µM], Epigenetic reg 3.0% and L3MBTL1 inh 2%.
O=C(CNc1cc(S(=O)(=O)N2CCOCC2)ccc1N1CCCC1)N1CCc2ccccc21 was read as CBFb-RUNX1 inh -15%, IMPase Li cell 11%, Luc counter -3%, NPSR antagonist -24%, HttQ103 aggreg 1%, Epigenetic reg -7.4% and L3MBTL1 inh -8%.
CN(C)S(=O)(=O)c1cccc(NC(=O)COC(=O)/C=C/c2ccc([N+](=O)[O-])cc2)c1 was read as CBFb-RUNX1 inh 8%, IMPase Li cell 17%, Luc counter -2%, NPSR antagonist -12%, HttQ103 aggreg 8%, Epigenetic reg 1.3% and L3MBTL1 inh -26%.
C=CCn1cc(/C=N/N2C(=O)C3C4C=CC(C4)C3C2=O)c2ccccc21 (stereo unspecified) was read as CBFb-RUNX1 inh -7%, IMPase Li cell 7%, Luc counter -1%, NPSR antagonist -6%, HttQ103 aggreg 17%, Epigenetic reg -0.1% and L3MBTL1 inh 1%.
For CN(C)S(=O)(=O)c1ccc(C(=O)NCc2cccs2)cc1 the results were CBFb-RUNX1 inh 5%, IMPase Li cell 24%[38.3 µM], Luc counter -2%, NPSR antagonist -6%[46.1 µM], HttQ103 aggreg -8%, Epigenetic reg -1.0% and L3MBTL1 inh 26%[11.4 µM].
FC(F)(F)c1ccccc1NC(=S)N1CCCC1 was read as CBFb-RUNX1 inh 0%, NPSR antagonist -11%, HttQ103 aggreg 10%[9.22 µM], Epigenetic reg -0.4% and L3MBTL1 inh -7%.
`COc1ccc(N2CCN(Cc3cc(OC)c(O)c([N+](=O)[O-])c3)CC2)cc1` gave CBFb-RUNX1 inh 10%, IMPase Li cell -7%, Luc counter -3%, NPSR antagonist 0%, HttQ103 aggreg 22%, Epigenetic reg -1.0% and L3MBTL1 inh -6%.
C[C@@H]1CC=C[C@@H]2[C@H]1C(=O)N(Cc1ccccc1)[C@H]2c1cccc(Br)c1 was read as CBFb-RUNX1 inh 4%, IMPase Li cell 2%, Luc counter 0%[39.9 µM], Epigenetic reg 0.1% and L3MBTL1 inh -14%.
For C/C(=N\NC(=O)NC1CCCCC1)c1ccc(OC(F)F)cc1OC(F)F the results were CBFb-RUNX1 inh 12%, IMPase Li cell -4%, Luc counter -4%, NPSR antagonist -30%, HttQ103 aggreg -20% and Epigenetic reg 1.3%.
`COc1ccc(CCNC(=S)NC2CCN(Cc3ccccc3)CC2)cc1` gave CBFb-RUNX1 inh 2%, IMPase Li cell 4%, Luc counter 1%, NPSR antagonist -4%, HttQ103 aggreg -17% and Epigenetic reg -6.6%.
Cc1ccc(CSc2nnc(-c3cccnc3)n2N)cc1 was read as CBFb-RUNX1 inh 5%, IMPase Li cell -16%[38.3 µM], Luc counter -2%, NPSR antagonist 2%[46.1 µM], HttQ103 aggreg -6%, Epigenetic reg 0.0% and L3MBTL1 inh 2%.
`COc1ccccc1OCc1ccc(C(=O)N2N=C(C(F)F)CC2(O)C(F)F)o1` (stereo unspecified) gave CBFb-RUNX1 inh 0%, IMPase Li cell 19%[38.3 µM], Luc counter -6%, NPSR antagonist -12%[46.1 µM], HttQ103 aggreg 25% and Epigenetic reg 1.0%.
`CCCOC(=O)CN1C(=O)c2ccccc2C1=O` gave CBFb-RUNX1 inh 11%, IMPase Li cell 9%[38.3 µM], Luc counter -4%, NPSR antagonist -18%[46.1 µM], HttQ103 aggreg -13%, Epigenetic reg -5.6% and L3MBTL1 inh 10%.
Screening COCCn1c(C)cc(C(=O)COC(=O)c2ccc(-n3nc(C)cc3C)cc2)c1C returned CBFb-RUNX1 inh 8%, IMPase Li cell -6%[38.3 µM], Luc counter -2%, NPSR antagonist -10%[46.1 µM], HttQ103 aggreg 1%[9.22 µM], Epigenetic reg 2.0% and L3MBTL1 inh -6%.
Screening C#CCOC(=O)C[N+](C)(C)C/C=C/c1ccccc1 returned CBFb-RUNX1 inh 8%, IMPase Li cell 0%, Luc counter 5%, NPSR antagonist -1%, HttQ103 aggreg -11%[9.22 µM], Epigenetic reg -1.9% and L3MBTL1 inh 3%.
Screening Cc1cc(Nc2ccccc2)c2c([N+](=O)[O-])cc(C)c(C)c2n1 returned IMPase Li cell 43%[activator][38.3 µM], Luc counter 0%, NPSR antagonist -7%[46.1 µM], HttQ103 aggreg inconclusive, Epigenetic reg 0.0% and L3MBTL1 inh inconclusive.
COC1=C(OC)c2ccccc2C(C(=O)O)N/C1=C(/C)Nc1ccncc1 (stereo unspecified) was read as CBFb-RUNX1 inh 5%, IMPase Li cell 4%[38.3 µM], Luc counter 0%, NPSR antagonist inconclusive, HttQ103 aggreg 14%, Epigenetic reg 0.0% and L3MBTL1 inh 14%.
`C/C(CC(=O)NCc1ccco1)=N\NC(=O)Cc1ccccc1` gave CBFb-RUNX1 inh -3%, IMPase Li cell -5%[38.3 µM], Luc counter -5%, NPSR antagonist -2%[46.1 µM], HttQ103 aggreg -9%, Epigenetic reg 10% and L3MBTL1 inh -1%.
FC(F)(F)c1cccc(NC(=S)Nc2ccc(Cl)cc2Cl)c1 was read as CBFb-RUNX1 inh 0%, IMPase Li cell 6%[38.3 µM], Luc counter 0%, NPSR antagonist -10%[46.1 µM], HttQ103 aggreg -3%, Epigenetic reg 0.0% and L3MBTL1 inh 3%.
For COc1cccc(OC)c1C(=O)NC(=S)NCc1ccccc1 the results were CBFb-RUNX1 inh 0%, IMPase Li cell -8%, Luc counter 3%, NPSR antagonist -6%, HttQ103 aggreg 25%, Epigenetic reg -0.6% and L3MBTL1 inh -1%.
`CC(C)CN(CC(C)C)c1nnc(N)s1` gave CBFb-RUNX1 inh 7%[2.36 µM], IMPase Li cell 1%, Luc counter -1%, NPSR antagonist 6%, HttQ103 aggreg -7%, Epigenetic reg -1.2% and L3MBTL1 inh 7%.
`O=C1c2ccccc2C(=O)N1CCCc1nc(-c2ccccc2)no1` gave CBFb-RUNX1 inh -2%, IMPase Li cell 2%[38.3 µM], Luc counter 0%, NPSR antagonist -25%[46.1 µM], HttQ103 aggreg 10%, Epigenetic reg 0.0% and L3MBTL1 inh 25%.
CN(C)CCCN(Cc1cc2cc3c(cc2[nH]c1=O)OCO3)C(=S)Nc1cccc(Cl)c1 was read as CBFb-RUNX1 inh 8%, IMPase Li cell 12%, Luc counter -1%, NPSR antagonist -37%, HttQ103 aggreg 12%[9.22 µM], Epigenetic reg -7.9% and L3MBTL1 inh inconclusive.
Screening CC(C)[C@H](NC(=O)c1ccccc1)C(=O)OCC(=O)N1CCc2ccccc2C1 returned CBFb-RUNX1 inh 6%, IMPase Li cell -9%[38.3 µM], Luc counter 6%, NPSR antagonist -23%[46.1 µM], HttQ103 aggreg -2%, Epigenetic reg -4.8% and L3MBTL1 inh 7%.
For O=C(Nc1ccc2c(c1)OCCO2)c1cccc(S(=O)(=O)N2CCCCC2)c1 the results were CBFb-RUNX1 inh 5%, IMPase Li cell 25%[38.3 µM], Luc counter -2%, NPSR antagonist -14%[46.1 µM], HttQ103 aggreg -3% and Epigenetic reg -0.2%.
Screening O=C(CSc1nnc(C2CC2)n1-c1ccccc1)Nc1ccc(N2CCOCC2)cc1 returned CBFb-RUNX1 inh 0%, IMPase Li cell 18%[38.3 µM], Luc counter -4%, NPSR antagonist 3%[46.1 µM], HttQ103 aggreg 7% and Epigenetic reg 1.1%.
O=C(c1ccc(C(=O)N2CCCCCC2)cc1)N1CCCCCC1 was read as CBFb-RUNX1 inh -6%, IMPase Li cell 0%, Luc counter -2%, NPSR antagonist 13%, HttQ103 aggreg 28%, Epigenetic reg -1.0% and L3MBTL1 inh -27%.
Screening CCn1c(SCC(=O)Nc2ncc(C(F)(F)F)cc2Cl)nnc1-c1cccc(C)c1 returned CBFb-RUNX1 inh 0%, IMPase Li cell 15%, Luc counter 1%, NPSR antagonist -19%[46.1 µM], HttQ103 aggreg -5%, Epigenetic reg 0.0% and L3MBTL1 inh 1%.
`COc1ccc(CCCc2nnc(SCC(=O)Nc3nc(C)cs3)n2C)cc1` gave CBFb-RUNX1 inh -1%, IMPase Li cell 9%[38.3 µM], Luc counter 0%, NPSR antagonist -15%[46.1 µM], HttQ103 aggreg 8%, Epigenetic reg -4.5% and L3MBTL1 inh 2%.
For COc1ccc2nc(NC(=O)C3CCN(S(=O)(=O)c4cnc[nH]4)CC3)sc2c1 the results were CBFb-RUNX1 inh 0%, IMPase Li cell 14%[38.3 µM], Luc counter 3%, NPSR antagonist -9%[46.1 µM], HttQ103 aggreg -10% and Epigenetic reg 0.0%.
Screening COC(=O)Nc1ccc(Cc2ccncc2)cc1 returned CBFb-RUNX1 inh 3%, IMPase Li cell 6%, Luc counter -2%, NPSR antagonist 14%, HttQ103 aggreg -15%, Epigenetic reg -0.5% and L3MBTL1 inh 7%.

The list is partial; count on the stated rates, not on these rows.
